# Glyco luc inh: increase of ERlucT glycosylation luciferase signal, primary screen, N-linked glycosylation inhibitor project, D54 ERlucT cells, luminescence, set 2; D54 ERlucT glycosylation luciferase reporter, 24 h; percent of 100 nM tunicamycin response; reporter increase, % at 12.5 µM; 360,000 compounds, 0.23% hits;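 active = mean luciferase reporter signal, scaled so untreated is 0 and the glycosylation-blocking control 100, at or above a set limit in every replicate; inconclusive = mean reaches the limit but not every replicate does; inactive = mean below the limit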;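 note: luciferase carries N-glycosylation sites so blocking glycosylation raises the light; 0% = median of neutral control wells and 100% = median of 100 nM tunicamycin wells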
# NOD2-RIPK2 inh: NOD2-RIPK2 binding disruptors in cells, primary screen, fluorescence, CHO cells, BLA complementation | inhibition, % at 4.98 µM | Receptor-interacting serine/threonine-protein kinase 2 (Homo sapiens), O43353 | CCF4 ratio | 360,000 compounds, 0.38% hits; in the data active = inhibition above about 21%;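 note: 0% = vehicle only and 100% = reference blocker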
# TLR9-MyD88 block: inhibitors of TLR9-MyD88 association in cells, primary screen, cell-based, CHO, BLA complementation, fluorescence; CCF4 FRET ratio; inhibition, % at 4.98 µM; 340,000 compounds, 0.21% hits; AID 504734, 2011;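 active = inhibition above the mean over all tested compounds plus 3 SD, cut at about 21% in these data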;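 note: 0% = DMSO only wells and 100% = clavulanate BLA inhibitor control wells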
# Granule exo inh: LAMP-1 surface exposure blockers, TALL-104 cells – cell-based, flow cytometry, MLPCN library, primary screen; TALL-104 LAMP-1 surface exposure; cells stimulated with thapsigargin and PMA; inhibition, % at 10 µM; 360,000 compounds, 0.66% hits;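 active = inhibition above about 55%, limit read from the data; inconclusive = no clear call, values can overlap the other calls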
# MC4R antag cAMP: MC4R antagonists of cAMP signaling, primary screen, cell-based, TR-FRET, antagonist arm of biased-ligand search. MC4R-expressing cells, MTII-stimulated cAMP, LANCE TR-FRET. inhibition, % at 6.5 µM. 360,000 compounds, 0.48% hits. AID 540295, 2011;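 active = inhibition above its plate's cutoff, the mean of tested wells on that plate plus 3 SD, cut at about 29% in these data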;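 note: 0% = Melanotan II alone and 100% = Melanotan II plus saturating MCL0020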
#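 Assay system: human MC4R-expressing U2OS cells; reagent: Melanotan II stimulation of cells; dosing: 6.5 µM single dose; timing: compound 30 min, challenge 1 h, detection 1 h; signal: TR-FRET cAMP assay; replicates: one well per compound, no replicates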
# MC4R ag barr: MC4R agonists recruiting beta-arrestin, primary screen, cell-based, luminescence, agonist arm of biased-ligand search; 360,000 compounds, 0.98% hits; activation, % at 8.9 µM; U2OS MC4R beta-arrestin complementation; percent of melanotan II response, DMSO zero; AID 540308, 2011;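 active = activation above a per-plate cutoff, the mean activation of sample wells on that plate plus 3 SD, cut at about 8% in these data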
# aDG glyco up: activators of alpha-DG glycosylation, primary screen, uHTS, Pro5-aDG cells, AlphaScreen; alpha-DG glycosylation AlphaScreen (IIH6); 0% Pro5, 100% B10-LARGE cell signal; activation, % at 10 µM; 360,000 compounds, 0.22% hits; AID 624168, 2012;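 active = activation of at least 8% versus controls, or a plate z-score of at least 8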;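 note: Pro5 are CHO cells carrying HIG-tagged alpha-DG that lacks glycosylation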
# ABHD5 PLIN5 PPI: ABHD5-PLIN5 interaction inhibitors, primary screen, cell lysate, split luciferase complementation, luminescence. Split G. princeps luciferase complementation, 4 h. inhibition, % at 4 µM. 360,000 compounds, 0.78% hits;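 active = inhibition above the mean inhibition across every tested compound plus 3 SD, cut at about 22% in these data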;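 note: 0% = DMSO only wells and the 100% control is not disclosed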
# Target sequence (Q00G26 whole entry, looked up): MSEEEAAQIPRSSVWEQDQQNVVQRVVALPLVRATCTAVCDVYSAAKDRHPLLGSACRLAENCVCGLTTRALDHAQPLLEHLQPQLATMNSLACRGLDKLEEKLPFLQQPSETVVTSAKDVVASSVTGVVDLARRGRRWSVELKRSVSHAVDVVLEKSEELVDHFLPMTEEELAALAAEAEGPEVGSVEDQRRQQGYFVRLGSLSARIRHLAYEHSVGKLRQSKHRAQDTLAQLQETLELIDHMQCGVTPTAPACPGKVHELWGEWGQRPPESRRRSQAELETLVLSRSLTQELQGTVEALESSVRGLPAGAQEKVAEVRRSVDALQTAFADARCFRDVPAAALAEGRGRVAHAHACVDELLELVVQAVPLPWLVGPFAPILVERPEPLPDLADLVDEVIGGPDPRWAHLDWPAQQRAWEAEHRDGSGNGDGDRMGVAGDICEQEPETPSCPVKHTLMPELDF
# Target sequence (Q8WTS1 whole entry, looked up): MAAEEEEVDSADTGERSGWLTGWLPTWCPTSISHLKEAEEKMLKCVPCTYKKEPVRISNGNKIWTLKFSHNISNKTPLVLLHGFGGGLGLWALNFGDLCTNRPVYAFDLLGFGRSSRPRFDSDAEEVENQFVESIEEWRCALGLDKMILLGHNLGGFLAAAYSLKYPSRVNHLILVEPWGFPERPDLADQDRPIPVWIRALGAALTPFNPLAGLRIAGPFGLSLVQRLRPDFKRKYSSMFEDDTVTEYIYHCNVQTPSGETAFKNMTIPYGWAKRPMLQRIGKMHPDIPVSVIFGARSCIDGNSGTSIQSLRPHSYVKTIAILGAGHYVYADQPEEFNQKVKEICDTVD
# Vif imaging: HIV Vif self-association inhibitors, primary screen, imaging, HEK293T, single point. AID 602346, 2012. inhibition, % at 7.49 µM. 340,000 compounds, 0.35% hits. HEK293T cells, Vif self-association by quenched fluorescence, 24 h; in the data active = inhibition above about 50%, passing the limit was not always enough; inconclusive = no clear call, values can overlap the other calls; inactive = below about 31%; note: some results filed as inactive read as strong as hits
# ABCB6 inh 2: ABCB6 transporter inhibitors, primary screen, K562-ABCB6 cells, flow cytometry, MLPCN library; ATP-binding cassette sub-family B member 6 (Homo sapiens), Q9NP58; K562-ABCB6 porphyrin accumulation, 1 h; stronger effect = lower value; fluorescence ratio to DMSO, % at 10 µM; 360,000 compounds, 0.19% hits; AID 602162, 2011;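 active = fluorescence ratio to DMSO below 75%, the collection mean minus 3 SD; inconclusive = too few cells collected in the well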;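 note: signal is porphyrin accumulated inside mitochondria; 100% equals median channel fluorescence of DMSO control wells; lower ratio means ABCB6 inhibition with less porphyrin fluorescence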
# Starred values were filed as active, the others as inactive; ? = inconclusive; · = not tested or not shown. An excerpt, so the mix of outcomes need not match the whole.
item	Granule exo inh	ABHD5 PLIN5 PPI	NOD2-RIPK2 inh	aDG glyco up	MC4R antag cAMP	ABCB6 inh 2	Glyco luc inh	TLR9-MyD88 block	MC4R ag barr	Vif imaging	Compound
1	6	-11	-2	0.1	11	93	-4	-5	-1.4	-22	Cc1cc(C)c(-c2csc(NC(=O)/C=C/c3cccs3)n2)c(C)c1
2	-3	-1	3	-0.2	7	97	0	2	-3.0	-4	Cc1cc(C(=O)COC(=O)C2=NNC(=O)CC2)c(C)n1-c1ccccc1
3	3	1	-12	0.1	7	94	0	-1	-1.8	-2	COc1ccc(C(=O)c2ccc(OC)c(OC)c2)cc1OC
4	-4	6	2	-0.1	1	100	-7	-4	-0.6	27	CCCN1CCC(=O)N([C@H](CSc2ccc(C)cc2)c2ccccc2)CC1
5	-3	3	1	-0.3	4	102	-12	-5	-1.1	7	COc1ccc2cc3cc(C(=O)N4CCCC(C)C4)oc3nc2c1 (configuration not stated)
6	5	-7	-33	0.2	4	99	-1	-4	0.5	3	CCOC(=O)C1C(=O)Oc2ccc3ccccc3c2C1C1CCOC1=O (configuration not stated)
7	6	2	1	-0.1	7	94	1	-8	-0.1	1	CCOc1ccccc1N(CC(=O)N/N=C/c1cc(Br)ccc1OC)S(C)(=O)=O
8	-4	8	-16	0.1	·	98	·	·	·	·	COC(=O)[C@@]1(Cc2ccc(F)cc2)[C@H]2c3cc(C(=O)N(C)C)n(CCO)c3C[C@H]2CN1C(=O)c1ccccc1
9	-4	20	2	0.1	5	115	13	-1	0.1	3	CN1CCc2c1nc1ccccc1c2N (tested in a mixture with another compound)
10	0	4	-3	-0.1	7	91	-1	-3	-1.4	15	N#CCCN1CCN(Cc2cc(-c3ccccc3)ccc2O)CC1
11	3	-1	-5	0.4	-2	93	0	-8	1.0	7	COc1cc2c(cc1NC(=O)COc1ccc3ccccc3c1)oc1ccccc12
12	-2	5	-23	0.2	10	103	1	-23	3.3	8	CCOC(=O)c1cc2c(=O)n3ccccc3nc2n(CCCOC)c1=NC(=O)C(C)(C)C
13	3	7	-2	0.3	5	97	-3	3	0.0	-3	Cc1ccc(OCC(=O)c2cc(C)n(CC(F)(F)F)c2C)c([N+](=O)[O-])n1
14	0	0	-8	0.0	-6	106	-4	3	0.2	0	CCOC(=O)c1ccc(NC(=O)c2nn(C)cc2Br)cc1
15	-1	-9	-6	-0.1	6	98	1	-6	0.1	-2	CCn1c(SCC(=O)N2CCCCC2C)nnc1-c1ccc(S(=O)(=O)N2CCN(C)CC2)cc1 (configuration not stated)
16	1	-3	-15	-0.1	-3	103	0	5	1.6	-5	CCN(Cc1cc2ccccc2[nH]c1=O)S(=O)(=O)c1ccc(OC)cc1
17	0	2	4	0.1	7	100	-3	0	0.0	-2	Cc1ccc(S(=O)(=O)N2CCN(C(=O)C3CCN(C(=O)c4ccccc4C)CC3)CC2)cc1C
18	-1	0	8	0.1	-6	102	2	-11	-1.6	-3	C[C@H](CO)N1C[C@H](C)[C@@H](CN(C)C(=O)Nc2ccccc2)Oc2ccc(NC(=O)Cn3cnnn3)cc2C1=O
19	0	17	1	0.2	6	86	1	-5	-0.9	20	Cc1cc(Nc2cc(Cl)nc(Sc3ccc(NC(=O)C4CC4)cc3)n2)n[nH]1
20	2	3	-2	-0.2	5	93	0	4	-1.6	1	O=C(CN1C(=O)c2ccccc2C1=O)Nc1ccc(N2CCOCC2)cc1
21	-2	-5	-3	0.2	3	112	0	-6	2.5	2	O=C(NCCC1=CCCCC1)C1CC(=O)N(C2CCCCC2)C1 (configuration not stated)
22	2	-1	0	-0.1	12	93	1	8	-3.4	-2	CCOC(=O)/C=c1\s/c(=C\c2ccc(C#N)cc2)c(=O)n1CC(=O)Nc1cccc(C)c1C
23	0	8	7	0.0	6	96	2	12	3.8	-10	O=C(Nc1ccccc1)c1ncoc1-c1ccc(Cl)cc1
24	-4	-2	-22	0.1	6	100	-3	-5	-1.0	0	CC(=O)Oc1ccc(N(c2ccccc2)S(=O)(=O)c2ccc(C)cc2)cc1
25	-3	4	-8	-0.1	8	99	0	2	0.8	6	O=C(Cn1nc(-c2ccccc2)c2ccccc2c1=O)NN1CCOCC1
26	3	-2	-2	0.1	5	103	1	-10	1.5	-6	O=C(c1ncc[nH]1)c1cccs1
27	-2	-3	-6	-0.4	-1	100	0	10	0.2	0	COc1ccc(CCNC(=O)CN(c2ccc(OC)cc2)S(C)(=O)=O)cc1
28	3	-6	-1	-0.3	4	100	2	4	0.8	-3	COc1ccc(NC(=O)Nc2ccc3c(c2)C(=O)N([C@H](C)CO)C[C@H](C)[C@@H](CN(C)C(=O)Nc2c(C)noc2C)O3)cc1
29	-8	1	4	0.1	-2	98	0	-5	0.0	-11	COc1cccc(N(CC(=O)NC2CCCCC2)C(=O)c2snc(C(N)=O)c2N)c1
30	-3	-14	-10	-0.1	7	104	0	0	0.4	1	CCOC(=O)N1N=C(c2ccccc2)CC1(O)C(F)(F)F (configuration not stated)
31	1	-8	-5	0.1	6	94	-5	-5	-1.5	-10	Cc1c(C(=O)OCCOC(C)C)[nH]c2c1C(=O)CC(C)(C)C2
32	-2	49*	-4	0.1	-4	96	0	4	1.8	0	CC1CN(Cc2c(O)ccc3c2oc(=O)c2ccccc23)CC(C)O1 (configuration not stated)
33	-3	1	-8	-0.1	3	100	3	-4	0.4	·	CCOc1cc(C(=O)Nc2ccc(N3CCN(S(C)(=O)=O)CC3)cc2)cc(OCC)c1OCC
34	-1	-1	-6	0.1	10	103	-1	-3	-2.0	-5	COc1ccc(CC(=O)Nc2cccc(Cl)c2C)cc1S(=O)(=O)N1CCOCC1
35	0	-5	3	0.1	9	99	1	9	0.4	-4	FC(F)(F)c1ccc2c(c1)C1C=CCC1C(c1ccncc1)N2 (configuration not stated)
36	-3	2	-1	0.0	-1	90	-3	2	-2.4	-7	Cc1ccc(NC(=O)C2Cc3ccccc3C(=O)O2)cc1 (configuration not stated)
37	-1	4	-2	1.9	-6	103	-10	-15	2.5	7	COc1ccc(-c2cn3ccc4ccccc4c3n2)cc1
38	6	6	3	0.1	5	95	0	-13	-0.6	·	C=C(C)c1cccc(C(C)(C)NC(=O)N2CCN(c3ccccc3OC)CC2)c1
39	-5	2	-3	-0.1	11	100	-2	-4	-0.2	3	Cc1nc(SCc2c(F)cccc2Cl)n[nH]1
40	-6	0	4	-0.1	-2	113	1	7	-1.4	-2	CCOC(=O)CC(=O)CSc1n[nH]c(=O)[nH]c1=O
41	8	5	0	0.2	6	93	-1	-7	1.7	-6	CCCc1ccc2oc(C(=O)NCCN3CCCC(C(N)=O)C3)c(C)c2c1 (configuration not stated)
42	4	6	-5	0.0	2	92	0	7	-0.6	-1	C=CCN1C(=O)C(CC(=O)NCC)SC1=Nc1ccccc1OC (configuration not stated)
43	-7	4	5	-0.1	8	95	-11	-8	-0.4	-10	O=C1N(c2ccccc2)CCN1c1ccccc1
44	21	0	-4	0.1	16	99	5	-2	6.6	-22	Cc1ccc2sc(-c3ccc(NC(=O)c4cc(-n5cnnc5)ccc4Cl)cc3)nc2c1
45	0	3	-12	0.1	-2	94	0	9	-1.7	7	Cc1cnc(C(=O)OCC(=O)NCc2ccccc2)cn1
46	-2	7	-14	0.3	15	96	-3	-5	-1.4	-18	CCN1C(=O)[C@@H]2[C@@H](c3ccc(-c4ccc(Cl)c(Cl)c4)c(OC)c3)N3CCC[C@@]3(C(=O)OC)[C@@H]2C1=O
47	0	0	-3	2.2	0	93	-6	-13	-3.0	-10	COCC1CCN(C(=O)c2cc(COc3cccc4cnccc34)on2)CC1
48	16	6	9	-0.1	15	100	-2	-2	1.1	-3	O=S(=O)(c1ccc2c(c1)OCCO2)N1CCN(S(=O)(=O)c2ccco2)CC1
49	-1	-2	2	0.0	-2	96	-1	1	0.5	-2	Cn1c(-c2ccccc2)cnc1SCC(=O)NCc1ccco1
50	-4	-1	-7	-0.1	·	121	·	·	·	·	COc1ccc([C@H]2CC(=O)C[C@@H](CCn3nnc4ccccc43)O2)cc1
51	4	1	-4	-0.1	-1	100	·	-3	0.6	·	CCn1c(CSc2nnc(C)n2-c2ccccc2)nc2cc(S(=O)(=O)N(C)C)ccc21
52	-5	1	-1	0.1	-1	96	2	-4	-1.0	0	COc1ccc(/C=N/NC(=O)CN2CCSCC2)c(OC)c1
53	-1	0	2	-0.1	5	97	1	8	-0.9	-7	O=C(CCC(=O)OCC(=O)c1ccc(F)cc1)NC1CCCCC1
54	2	-7	5	0.5	4	103	-5	-15	5.2	-6	O=C(NCc1cc(C(F)(F)F)cc(C(F)(F)F)c1)C1CC(c2ccccc2[N+](=O)[O-])=NO1 (configuration not stated)
55	6	-6	-10	0.5	2	101	1	6	0.1	-2	O=C(COc1ccc(C(=O)c2ccccc2)cc1)NCC(=O)Nc1ccccc1Br
56	-2	-1	5	0.7	-10	103	-5	1	-0.8	-3	COc1ccc(NC(=O)C2CCN(c3cc(C)nc(-c4ccccc4)n3)CC2)cc1
57	4	-8	-2	-0.1	3	101	1	7	-0.5	-2	Fc1ccccc1-c1nc2nc3ccccc3nc2n1CC1CCCO1 (configuration not stated)
58	-1	-1	-12	0.7	19	97	0	4	-1.8	2	O=C(OCC(=O)N1CCC(Cc2ccccc2)CC1)c1ccccc1
59	7	-6	-8	-0.1	5	100	2	1	-2.0	-4	CC(C)(O)/C=C/C[C@](C)(O)C1CC[C@]2(C)C1[C@H](O[C@H]1O[C@@H](CO)[C@H](O)[C@@H](O)[C@@H]1O)CC1[C@@]3(C)CC[C@H](O)C(C)(C)C3[C@@H](O)C[C@]12C (some centres not stated)
60	-1	4	0	-0.2	-6	107	1	-6	-2.2	?	C=CCOn1c(=O)c(-c2ccc(OC)c(OC)c2)[n+]([O-])c2ccccc21
61	7	4	-9	0.1	-2	100	1	-1	-0.7	7	Cn1nc(C(F)(F)F)c(-c2cccc(C(F)(F)F)c2)c1NC(=O)c1ccco1
62	-1	-6	4	0.0	4	96	0	3	-2.0	-8	CCOc1ccccc1N(C(=O)c1ccccc1Cl)C1=NC(C)(C)CS1

# Retrieved by compound from the list above (two):
item	Granule exo inh	ABHD5 PLIN5 PPI	NOD2-RIPK2 inh	aDG glyco up	MC4R antag cAMP	ABCB6 inh 2	Glyco luc inh	TLR9-MyD88 block	MC4R ag barr	Vif imaging	Compound
57	4	-8	-2	-0.1	3	101	1	7	-0.5	-2	Fc1ccccc1-c1nc2nc3ccccc3nc2n1CC1CCCO1 (configuration not stated)
40	-6	0	4	-0.1	-2	113	1	7	-1.4	-2	CCOC(=O)CC(=O)CSc1n[nH]c(=O)[nH]c1=O
